DSG3 Ab inh: blocks pemphigus antibody binding to human desmoglein-3; P32926; DSG3-coupled beads, scFv-anti-DSG3-GFP binding, flow cytometry; stronger effect = lower value; binding (percent of control), % at 10 µM; hit rate 0.48% among 310,000; AID 588358;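 active means binding more than 3 SD below its plate's average and above zero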; further: some compounds called inactive have numbers as strong as hits
HTR5A inv ag: HTR5A inverse agonism, opioid heterodimer counter-screen; P47898; HTR5A cell line, luminescence; inhibition, % at 9.3 µM; hit rate 0.083% among 340,000; AID 504634; in the data active means inhibition mostly above about 23%, no sharp cut-off; inactive means mostly below about 18%;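 further: 0% = cells with DMSO and 100% = no-cell wells with DMSO; some compounds called inactive have numbers as strong as hits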
V-ATPase pH: yeast V-ATPase proton transport regulation by pHLuorin. hit rate 0.37% among 350,000. S. cerevisiae, pHLuorin cytosolic pH fluorescence. AID 504577. response, % at 10 µM; in the data active means response mostly above about 7.3%, no sharp cut-off; inactive means mostly below about 5.4%; further: actives read high; inactives centre near 0; some compounds called inactive have numbers as strong as hits; reference of the scale not given here
MOR-DOR ag: agonists of human mu-delta opioid receptor heterodimerization | cells, OPRM1-OPRD1 heterodimerization, luminescence | activation, % at 9.3 µM | hit rate 0.3% among 340,000; in the data active means activation above about 18%;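 further: 0% = vehicle-treated cells and 100% = reference agonist; values of inactives mirror those of a sister screen read the other way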
Target sequence (P35372 whole entry, looked up): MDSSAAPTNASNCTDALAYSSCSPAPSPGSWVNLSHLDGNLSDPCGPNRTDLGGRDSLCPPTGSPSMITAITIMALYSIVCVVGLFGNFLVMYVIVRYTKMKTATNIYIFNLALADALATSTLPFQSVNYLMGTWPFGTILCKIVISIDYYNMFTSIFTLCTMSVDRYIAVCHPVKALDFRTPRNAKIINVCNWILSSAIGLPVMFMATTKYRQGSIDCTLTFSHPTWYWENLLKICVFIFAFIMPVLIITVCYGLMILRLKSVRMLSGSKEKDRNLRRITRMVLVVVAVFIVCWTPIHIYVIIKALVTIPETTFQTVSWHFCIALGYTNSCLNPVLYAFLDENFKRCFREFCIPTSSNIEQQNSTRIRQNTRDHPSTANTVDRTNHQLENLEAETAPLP
Target sequence (P41143 whole entry, looked up): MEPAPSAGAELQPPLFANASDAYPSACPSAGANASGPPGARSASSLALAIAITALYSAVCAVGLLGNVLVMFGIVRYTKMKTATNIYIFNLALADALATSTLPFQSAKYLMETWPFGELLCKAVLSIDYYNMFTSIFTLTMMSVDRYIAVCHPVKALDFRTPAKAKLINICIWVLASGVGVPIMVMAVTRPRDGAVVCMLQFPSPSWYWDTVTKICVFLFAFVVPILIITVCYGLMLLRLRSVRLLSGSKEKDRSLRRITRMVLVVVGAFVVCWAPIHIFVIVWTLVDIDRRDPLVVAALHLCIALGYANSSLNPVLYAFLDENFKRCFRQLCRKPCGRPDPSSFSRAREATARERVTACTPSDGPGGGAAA
HTR5A ag: HTR5A agonism, opioid heterodimer counter-screen; hit rate 0.61% among 340,000; HTR5A agonist assay, luminescence, cell-based; activation, % at 9.3 µM; in the data active means activation mostly above about 9.5%, no sharp cut-off; inactive means mostly below about 7.6%;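 further: 0% = cells with vehicle only and 100% = reference agonist; strong numbers were not always called active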
PKA-R1A act: activates the PKA-R1A holoenzyme complex. PKA-R1A dissociation, Cy5-IP20 fluorescence polarization; scaled: DMSO 0%, 113 µM cGMP 100%. activation, % at 11.4 µM. hit rate 0.083% among 340,000;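 active means percent activation above the mean of all tested compounds plus 3 SD, cut at about 19% in these data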;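 further: higher means more PKAc released from R1A so a rise in polarization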
DAGLB inhibitor: diacylglycerol lipase beta (human) inhibition; inhibition, % at 5.17 µM; HEK293T DAGLB membrane lysate, EnzChek fluorogenic substrate; AID 504411; hit rate 0.059% among 340,000; in the data active means inhibition above about 34%;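 further: 0% = enzyme with vehicle and 100% = wells lacking enzyme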
PKA-R2B activ: activates the human PKA-R2B holoenzyme complex; activation, % at 11.4 µM; P22694+P31323; PKA-R2B holoenzyme dissociation, Cy5-IP20 fluorescence polarization; R2B truncated from residue 108, S112A mutant; 0% DMSO only, 100% 113 µM cGMP; hit rate 0.079% among 340,000; AID 504700;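 active means activation above a cutoff set at the mean over all compounds plus 3 SD, cut at about 18% in these data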;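 further: higher means more holoenzyme dissociation and a rise in polarization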
OPRM1-OPRD1 inv: mu-delta opioid heterodimer inverse agonism. P35372+P41143. cell-based MOR-DOR heterodimer luminescence. inhibition, % at 9.3 µM. hit rate 0.21% among 340,000. AID 504357; in the data active means inhibition above about 22%, passing the limit was not always enough;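 further: 0% = cells with DMSO and 100% = wells without cells with DMSO; values of inactives mirror those of a sister screen read the other way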
Arr AP2 block: inhibitors of human beta-arrestin and AP2 interaction; AID 504490; inhibition, % at 10 µM; FITC-arrestin peptide / GST-AP2 beads, flow cytometry; AP2 beta2 appendage carries R879A mutation; hit rate 0.31% among 340,000;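 active means inhibition above a set limit, near 3 SD of compounds lacking own fluorescence, cut at about 54% in these data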;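 further: plate controls were DMSO wells for no effect and 5 µM unlabelled arrestin peptide for full effect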
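System: GST-AP2 R879A glutathione beads | Also added: FITC-arrestin peptide, 50 nM | Times: 12 min plus 1 h, RT | Signal: Bead flow cytometry, FITC channel | Buffer or medium: PBS with 0.05% Tween 20 and 0.1% BSA | Read-out basis: Percent drop in bead-associated FITC signal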
Active calls of the source: *; x = no result given.

SMILES | DSG3 Ab inh | HTR5A inv ag | V-ATPase pH | MOR-DOR ag | HTR5A ag | PKA-R1A act | DAGLB inhibitor | PKA-R2B activ | OPRM1-OPRD1 inv | Arr AP2 block
CCCCc1c(C)nc2ccccc2c1SCCC(=O)O | 102 | -20 | -3 | -1.8 | 0 | -5 | 3 | -9 | 9 | 6
C=CCn1cc(-c2cccc(Cl)c2)cc(C#N)c1=O | 99 | 14 | 0 | -1.0 | 2 | -5 | -3 | -2 | 6 | 7
Cc1ccc(NC(=O)c2cccc(S(=O)(=O)N3CCCc4ccccc43)c2)nc1 | 100 | -18 | 1 | 2.3 | 2 | 5 | -8 | -4 | -8 | -5
CCn1cc(S(=O)(=O)Nc2nc3ccc(OC)cc3s2)cn1 | 98 | 6 | 0 | -2.9 | -2 | 0 | 3 | -13 | 15 | 6
C(=N\n1cnnc1)/c1cccc(Oc2ccccc2)c1 | 90 | 6 | -1 | 0.6 | 3 | 13 | 0 | -1 | -3 | -2
O=C(CN(C(=O)c1ccc2c(c1)OCCO2)c1ccccc1)NCC1CCCO1 (stereo not drawn) | 100 | 1 | -1 | -2.9 | -4 | -16 | 2 | -12 | 16 | 3
COc1ccc(CCNC(=O)CSc2ncc(C(=O)Nc3ccccc3)c(=O)n2C)cc1 | 91 | 7 | 3 | -2.6 | -2 | -5 | 1 | -8 | 17 | -7
CCOc1ccc(-n2c(SCC(=O)Nc3ccc4c(c3)OCO4)nc3c(c2=O)SCC3)cc1 | 107 | -6 | 4 | -0.3 | -1 | -4 | -1 | 10 | 2 | 6
NC(=O)c1ccc(F)cc1 | 100 | 12 | -4 | 1.1 | 2 | -5 | -3 | 1 | -6 | -12
Cc1nnc(NC(=O)c2ccc(-c3ccc(Cl)cc3)o2)s1 | 22* | -16 | 2 | -1.8 | 6 | -3 | 2 | -5 | 11 | 3
CNC(=S)N(Cc1ccc2c(c1)OCO2)C1CC(=O)N(c2ccccc2)C1=O (stereo not drawn) | 85 | 6 | 3 | -0.2 | -2 | -4 | -3 | 3 | 2 | -4
CCN(c1ccc(NC(=O)COC(=O)c2ccc(C)c(S(=O)(=O)N3CCOCC3)c2)cc1)C(C)C | 100 | 18 | 3 | -1.6 | 1 | -10 | 2 | -9 | 8 | -4
COc1ccccc1NC(=O)COC(=O)/C=C/c1ccc2c(c1)OCO2 | 96 | -5 | 1 | -2.7 | 2 | 3 | -9 | 0 | 16 | 30
Cc1ccccc1NC(=O)NCc1cccnc1 | x | -18 | 2 | -2.1 | 1 | -2 | 0 | 3 | 10 | 42
O=C(NCc1ccccc1Cl)c1ccc2nnsc2c1 | 108 | -19 | 0 | -2.4 | 7 | 11 | -2 | -5 | 12 | -6

Brought forward from above: four entries; new compounds follow.
SMILES | DSG3 Ab inh | HTR5A inv ag | V-ATPase pH | MOR-DOR ag | HTR5A ag | PKA-R1A act | DAGLB inhibitor | PKA-R2B activ | OPRM1-OPRD1 inv | Arr AP2 block
CCN(c1ccc(NC(=O)COC(=O)c2ccc(C)c(S(=O)(=O)N3CCOCC3)c2)cc1)C(C)C | 100 | 18 | 3 | -1.6 | 1 | -10 | 2 | -9 | 8 | -4
COc1ccccc1NC(=O)COC(=O)/C=C/c1ccc2c(c1)OCO2 | 96 | -5 | 1 | -2.7 | 2 | 3 | -9 | 0 | 16 | 30
Cc1ccccc1NC(=O)NCc1cccnc1 | x | -18 | 2 | -2.1 | 1 | -2 | 0 | 3 | 10 | 42
O=C(NCc1ccccc1Cl)c1ccc2nnsc2c1 | 108 | -19 | 0 | -2.4 | 7 | 11 | -2 | -5 | 12 | -6
COc1cc(CCC(=O)NNC(=O)c2cccc(Cl)c2)cc(OC)c1OC | x | 7 | -1 | -2.2 | 3 | -7 | -3 | 10 | 14 | 24
Nc1c(S(=O)(=O)c2cccs2)c2nc3ccccc3nc2n1Cc1ccc2c(c1)OCO2 | 91 | -1 | 1 | -0.5 | 3 | -8 | -4 | -4 | 3 | -3
Cc1ccccc1N1CCN(CC(=O)Nc2nc(C)c(C(=O)N(C)C)s2)CC1 | 99 | -22 | -2 | -1.8 | 6 | 9 | 0 | -5 | 9 | -6
CCN(CC)S(=O)(=O)c1cccc(C(=O)Nc2ccc(Cl)cn2)c1 | x | 2 | -2 | 0.0 | -1 | 5 | -5 | -8 | 0 | 1
O=C1NC2=C(C(=O)CCC2)C(c2ccccc2[N+](=O)[O-])N1 (stereo not drawn) | 131 | 0 | -1 | 1.0 | 3 | 3 | 2 | -6 | -8 | 3
COc1ccc([N+](=O)[O-])cc1NCc1ccccc1C | 103 | -10 | -1 | 3.5 | 4 | -2 | 2 | -10 | -20 | -36
O=C(O)CCC(=O)Nc1ccccc1N1CCOCC1 | x | 13 | 0 | -0.4 | -5 | -1 | 0 | 0 | 2 | -3
COc1cnc(-c2ccccc2)nc1OC | 102 | 14 | 3 | 0.4 | -1 | -4 | -1 | 10 | -2 | -1
Cc1cc(C(=O)CN2C(=O)NC3(CCCCC3)C2=O)c(C)n1-c1ccc2c(c1)OCO2 | 87 | -9 | 0 | -0.3 | -3 | 9 | -2 | -7 | 2 | 1
CCC(CC)NC(=O)c1oc2ccccc2c1COc1ccccc1 | 114 | 13 | 3 | 2.9 | 8 | -4 | -16 | -2 | -15 | 3
Cc1ccc(Cn2c(C(CO)Nc3nc(-c4ccc(Cl)c([N+](=O)[O-])c4)cs3)nc3ccccc32)cc1 (stereo not drawn) | 95 | -6 | 0 | 4.9 | 3 | -17 | 0 | -7 | -27 | 19
O=C(c1cccc(S(=O)(=O)N2CCCCC2)c1)N1CCOCC1 | 110 | -30 | -5 | 1.1 | 0 | 8 | 1 | 4 | -6 | 4
O=C(CSc1ncn[nH]1)NCc1ccc2c(c1)OCO2 | 111 | 4 | 2 | -0.1 | -1 | -9 | -1 | -12 | 0 | -17
OCCNc1nc(Nc2ccc(O)cc2)nc2ccccc12 | 105 | 7 | -1 | -1.2 | 1 | -1 | -1 | -1 | 6 | 7
O=C(c1cc(-c2ccc(Cl)s2)nc2ccccc12)N1CCCC1 | 111 | -12 | 2 | -3.2 | 3 | -4 | 0 | -4 | 17 | -12

Six entries drawn at random from the list so far:
SMILES | DSG3 Ab inh | HTR5A inv ag | V-ATPase pH | MOR-DOR ag | HTR5A ag | PKA-R1A act | DAGLB inhibitor | PKA-R2B activ | OPRM1-OPRD1 inv | Arr AP2 block
CCN(CC)S(=O)(=O)c1cccc(C(=O)Nc2ccc(Cl)cn2)c1 | x | 2 | -2 | 0.0 | -1 | 5 | -5 | -8 | 0 | 1
CCC(CC)NC(=O)c1oc2ccccc2c1COc1ccccc1 | 114 | 13 | 3 | 2.9 | 8 | -4 | -16 | -2 | -15 | 3
O=C(O)CCC(=O)Nc1ccccc1N1CCOCC1 | x | 13 | 0 | -0.4 | -5 | -1 | 0 | 0 | 2 | -3
O=C(c1cccc(S(=O)(=O)N2CCCCC2)c1)N1CCOCC1 | 110 | -30 | -5 | 1.1 | 0 | 8 | 1 | 4 | -6 | 4
Cc1cc(C(=O)CN2C(=O)NC3(CCCCC3)C2=O)c(C)n1-c1ccc2c(c1)OCO2 | 87 | -9 | 0 | -0.3 | -3 | 9 | -2 | -7 | 2 | 1
COc1ccc([N+](=O)[O-])cc1NCc1ccccc1C | 103 | -10 | -1 | 3.5 | 4 | -2 | 2 | -10 | -20 | -36

(further entries)
SMILES | DSG3 Ab inh | HTR5A inv ag | V-ATPase pH | MOR-DOR ag | HTR5A ag | PKA-R1A act | DAGLB inhibitor | PKA-R2B activ | OPRM1-OPRD1 inv | Arr AP2 block
O=S(=O)(c1ccccc1)N(Cc1ccc(Cl)cc1)c1ccncc1 | 108 | -7 | 1 | -2.8 | 2 | 0 | 1 | -10 | 15 | 12
CCc1nc(C)ccc1OCC(=O)O | 107 | -9 | -4 | -2.0 | 2 | -2 | -3 | -4 | 9 | 30
CCC1(C)SC(N)=NN1C(C)=O (stereo not drawn) | 108 | 14 | 1 | 0.1 | -3 | -5 | 2 | -2 | -1 | 3
C/C(O)=C(/C=Nc1ccccc1)C(=O)Nc1ccccc1 | 98 | 11 | -2 | 0.5 | -4 | 3 | -13 | -13 | -3 | 2
CCN(CC)C1CCN(C(=O)c2ccc3nc(Cc4ccc(OC)cc4)oc3c2)C1 (stereo not drawn) | 100 | -16 | 1 | -3.9 | 4 | 1 | 0 | 6 | 20 | 17
CCOc1ccc(NC(=O)c2cccc(OC(=S)N3CCOCC3)c2)cc1 | 109 | -13 | 4 | -1.7 | 8 | -5 | -1 | -8 | 8 | 20
CC12CCC(=O)N1C(C(=O)N1CCN(c3ccc([N+](=O)[O-])cc3)CC1)CS2 (stereo not drawn) | x | 1 | 1 | -2.7 | 0 | -1 | 1 | 1 | 13 | -7
O=C(COC(=O)c1ccc(S(=O)(=O)N2CCOCC2)cc1)Nc1nc(-c2ccccc2)cs1 | 104 | -4 | 0 | -1.6 | 1 | 3 | 0 | 3 | 9 | -5
CCc1n[nH]c(=S)n1/N=C/c1ccccn1 | 128 | -10 | 2 | -3.4 | 3 | 3 | -1 | 1 | 17 | -6
COc1ccc(Cl)cc1NC(=O)CN1CCC(n2nnc3cc(C)ccc32)CC1 | 102 | -7 | 0 | -1.9 | 3 | -3 | -2 | -5 | 11 | -5
CC(Sc1nc2ccccc2[nH]1)C(=O)Nc1ccccc1F (stereo not drawn) | 107 | -14 | 1 | 3.3 | 3 | 2 | -3 | -2 | -18 | 19
COc1cc2c(cc1OC)CN(C(=O)CSc1nnc(C)s1)CC2 | 95 | -17 | 3 | -2.1 | 0 | -13 | -1 | 0 | 11 | -11
Cc1nnc2ccc(-c3cccc(NS(C)(=O)=O)c3)nn12 | 82 | 9 | 4 | -2.5 | 0 | 3 | 1 | -3 | 12 | -2
COc1cccc(C2=CC(=O)C[C@H](c3ccc4c(c3)OCO4)C2)c1 | 100 | -16 | -1 | -2.1 | 1 | -2 | -16 | -1 | 12 | -18
COc1ccc(/C=C(\C#N)C(=O)NCCc2ccccc2)cc1OCc1ccccc1 | 97 | -29 | 0 | -2.1 | -1 | 11 | -7 | 7 | 11 | -6
Cc1nc(NC(=O)CSc2nnnn2Cc2ccccc2)sc1C | 97 | -4 | 6 | 0.6 | 2 | 7 | 0 | -9 | -3 | 2
CC1(C)Oc2ccc3ccc(=O)oc3c2C(/C=N/O)=C1Cl | 117 | 16 | 4 | -2.3 | -4 | 1 | 1 | -1 | 11 | -3
Cn1c(SCC(=O)N2CCN(c3cccc(Cl)c3)CC2)nnc1-c1ccncc1 | 97 | 7 | -2 | -1.4 | -2 | -18 | -1 | -1 | 7 | 7
O=C(c1cc(-c2ccccc2)on1)N1CCCC1 | 102 | -3 | -1 | 0.6 | 5 | 2 | -3 | 11 | -4 | 26
CCc1noc(C)c1C(=O)N1CCCSC1=Nc1ccccc1Cl | 104 | 7 | -1 | -1.7 | -3 | -6 | -3 | -5 | 11 | -6
CCC(=O)N1N=C(c2cccc(NS(C)(=O)=O)c2)CC1c1cccs1 (stereo not drawn) | 97 | -38 | 4 | -2.6 | 14* | -6 | -1 | -15 | 16 | -5
